mHtt clearance = compounds clearing mutant huntingtin protein; 0.42% of 47,000 active; HeLa Exon1htt(103Q)mCFP, aggregate imaging; zero = plate's median compound well; inhibition, % at 1.5 µM;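 active = inhibition of aggregate fluorescence above about 70%, also judged a hit by eye on the cell image, limit read from the data, passing the limit was not always enough; inconclusive = no rule stated for this call; inactive = not judged a hit on image review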;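 also: cells exposed to compound for three days before fixation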
mHtt clearance grain fraction = further read-out of mHtt clearance, marked with its call; fraction fluorescence in grains; measured here: aggregate grain fluorescence fraction; stronger effect = lower value;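 scaled fraction of total cell fluorescence in grains with unit not stated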
Active calls of the source: *; ? = inconclusive; . = not tested or not shown.

smiles,mHtt clearance grain fraction,mHtt clearance
COCCCNC(=O)C1CCN(C(=O)Nc2ccc(Cl)cc2)CC1,28,-68
CCOc1ccccc1-c1cc(-c2ccccc2)nc2c1c(=O)n(C)c(=O)n2C,27,-31
Cc1c(/N=C/c2ccco2)n(Cc2ccccc2)c2ccccc12,35,4
COc1cccc(-c2csc(N3CCN(C(=S)Nc4ccccc4)CC3)n2)c1,30,-2
O=P(c1ccccc1)(c1ccccc1)C1CCCO1 (stereo not given),38,-118
Cc1ccc(C)c(NC(=O)CSc2nnc(CCCCCNC(=O)OC(C)(C)C)o2)c1,35,0
Cc1cc(C)cc(NC(=O)CN2CCN(c3ncccn3)CC2)c1,25,-25
Cc1cccn2c(=O)c(C=Nc3ccc(Cl)cc3)c(NCCO)nc12,12,35
O=C(NCCCN1CCOCC1)C1(c2ccccc2)CCCC1,16,23
O=c1cc(N2CCc3ccccc32)[nH]c(=O)n1-c1ccc(Br)cc1,38,20
COc1ccc(/C=N/NC(=O)c2ccoc2C)cc1COc1c(C)cccc1C,26,34
CCOC(=O)c1c(C)[nH]c(C(=O)C(C)OC(=O)c2oc3ccccc3c2COC)c1C (stereo not given),43,-13
C#CCn1c(S(=O)(=O)Cc2ccc(OC)cc2)nc(-c2ccccc2)c1-c1ccccc1,52,-33
Cc1cc(NC(=O)C2C3C(=O)N(CC4CCCO4)C(C(=O)NCc4ccccc4)C34C=CC2(C)O4)no1 (stereo not given),13,31
Cc1cccc(C)c1NC(=O)Cn1c(=O)n(CCC(=O)NCc2ccco2)c(=O)c2sccc21,13,34
Cc1cc2ccccc2c(=O)n1CC(=O)NCC(=O)N(C)C1CCCCC1,20,15
Cc1oc(/N=C/c2ccc3c(c2)OCO3)c(C#N)c1C,28,29
COc1ccc(CC(NC(C)=O)C(=O)N2CCN(C(=O)Nc3cccc(Cl)c3)CC2)cc1OC (stereo not given),7.6,57
CN1CCOc2cc(S(=O)(=O)Nc3ccc(F)cc3)ccc21,38,12
COc1cccc(NC(=O)CSc2nc3ccccc3c(=O)n2CCCC(=O)N2CCCC2)c1,72,-83
Nc1nc(-c2cccs2)cs1,70,-62
Cc1nn(C)c(C)c1C1Nc2ccccc2C(=O)N1O (stereo not given),10,38
CCOC(=O)c1ccc2ncc(C(=O)OCC)c(NCCN(C)C)c2c1,26,22
CC1CCCN(C(=O)C(Cc2ccccc2)n2cccc2)C1 (stereo not given),57,-18
COc1ccc(S(=O)(=O)Nc2ccc(Cl)cn2)c(C)c1C,21,-3
COc1ccc(C2=CC(c3cc(OC)c(OC)c(OC)c3)NC(=S)N2)cc1 (stereo not given),24,-4
CCOc1cc(S(=O)(=O)NCc2ccc3c(c2)OCO3)ccc1F,19,5
O=C(O)CCc1ccc(-c2ccc(Br)cc2)n1CC(=O)O,35,-89
CCOC(=O)c1cc(NC(=O)N2CCOCC2)c(C)nc1C,16,17
CCC(=O)N(CCO)Cc1cc2ccc(C)c(C)c2[nH]c1=O,16,20
O=C(NC1CCCCC1)NC1CCN(CC(=O)N2CCOCC2)CC1,24,16
Nc1nc(-c2cccnc2)nn1C(=O)CCc1ccccc1,30,-57
COc1cccc(-n2nc(C(=O)Nc3ccc4c(c3)OCO4)c3ccccc3c2=O)c1,11,34
CCn1c(N)nc2c1c(=O)n(C)c(=O)n2C,50,4
CCCOC(=O)c1ccc(-c2c(C)noc2-c2ccc(OC)cc2O)o1,16,20
COc1ccccc1NC(=O)C1=C(C)Nc2nnnn2C1c1cccc(Br)c1 (stereo not given),55,-57
COc1cc(Cn2c(N)c(C#N)c3nc4ccccc4nc32)cc(OC)c1,27,-42
Cc1cc(C)n(-c2nc3sc4c(c3c3nnc(SCC(N)=O)n23)CC(C)(C)OC4)n1,12,34
N#CCSc1nc2ccc(N3CCOCC3)cc2c(=O)n1CCc1ccccc1,18,10
CC1(C)Cc2cccc(OCC(O)CNCc3ccccn3)c2O1 (stereo not given),28,25
CC(C)(C)n1nnnc1C(c1cccnc1)N1CCN(C(=O)c2ccco2)CC1 (stereo not given),23,-24
O=C(Cn1nnc(-c2ccccc2F)n1)Nc1cccc2ncccc12,39,-2
COc1ccc(CCN2C(=O)CCC2(C)C(=O)NCc2cccnc2)cc1OC (stereo not given),16,5
CCOC(=O)C(C)N1C(=O)S/C(=C/c2cc(C)n(-c3ccccn3)c2C)C1=O (stereo not given),27,-15
O=C(CN1C(=O)c2cccc3cccc1c23)Nc1ccc2c(c1)OCO2,18,41
CCOc1ccc(OCC)c(NC(=O)C2CCN(c3ncccn3)CC2)c1,13,29
CCC(=O)N1CCc2cc(Br)cc(S(=O)(=O)CC(=O)OC)c21,46,-33
CC(=O)Nc1ccc(-c2nnc(SCc3c(C)cc(C)cc3C)n2C)cc1,26,16
Cc1ccccc1OCc1nnc(SCC(=O)Nc2ccc3c(c2)oc2ccccc23)n1C,25,-27
CCOc1ccccc1C1C(C(N)=O)=C(C)Nc2nc(-c3ccccc3Cl)nn21 (stereo not given),20,42
O=C(Nc1ccc(N2CCN(Cc3ccccc3)CC2)cc1)c1cccnc1,24,-18
CCc1ccc2oc(-c3cccc(N)c3)nc2c1,22,44
O=c1cc(O)sc2ccccc12,22,36
Cc1nn(-c2ccccc2)c(Cl)c1C(=O)OC(C)C(=O)Nc1ccc2c(c1)OCO2 (stereo not given),51,-21
Cc1nc(SCC(=O)NCc2ccco2)c2c3c(sc2n1)CCCC3,23,40
O=C(c1cccs1)N1CCc2c([nH]c3ccccc23)C1c1ccc(Cl)cc1 (stereo not given),36,7

Next section:
smiles,mHtt clearance grain fraction,mHtt clearance
NC(=O)CSc1nnnn1-c1ccc2c(c1)OCCO2,21,-6
Cc1ccc(S(=O)(=O)NCCCOC(=O)Nc2ccncc2)cc1,32,14
O=C(CN1CCN(c2ccccn2)CC1)NC1CCCCC1,61,-61
O=C(Nc1nc(-c2ccc(S(=O)(=O)N3CCCCCC3)cc2)cs1)c1cccs1,39,-84
CCCCOC(=O)CCn1c(=S)oc2ccccc21,42,-15
Cc1occc1C(=O)NC1CCCCCC1,49,-46
O=C(COc1ccccc1Cl)NCCCN1CCOCC1,13,21
CC1Cc2ccccc2N1c1ncnc2c1nnn2Cc1ccccc1 (stereo not given),41,-19
CCOC(=O)c1ccccc1N/C=C1\CCCC1=O,35,10
CCOC(=O)c1ccc2nc(C)c3c(c2c1)OC(C)C3 (stereo not given),14,17
NCC/C=C1/c2ccccc2CSc2ccccc21,28,-60
CCOC(=O)CSc1nnc(CNC(=O)c2ccccc2OC)n1-c1ccc(OC)cc1,18,6
O=C(NC1CCCCC1)c1ccc(S(=O)(=O)N2CCCCC2)cc1,24,-24
CCC(=O)c1cccc2c1N=CC1=C(CC(C)(C)CC1=O)N2,25,-34
COc1ccccc1CNC(=O)COC(=O)C1=COCCO1,20,-21
O=c1c2ccccc2c(/C=N/n2cnnc2)c(O)n1-c1ccccc1,11,33
Cc1ccc(Cl)cc1N1CCN(Cc2nnnn2C2CCCCC2)CC1,40,-5
Cn1c(CSCc2ccc(Cl)cc2)nnc1SCC(=O)Nc1nccs1,20,-2
COc1cc(OC)cc(C(C)=O)c1,36,-74
COc1ccc(OC)c(S(=O)(=O)N2CCC(C(=O)Nc3cccc(C)c3)CC2)c1,19,2
C=CCn1c(C)cc(C(=O)CSc2nnc3c(Cl)cc(Cl)cn23)c1C,18,2
C=CCn1c(SCC(=O)Nc2cc(OC)c(NC(=O)c3ccco3)cc2OC)nnc1-c1ccncc1,27,-49
CCc1c(C)c2ccc(O)c(CN(C)C)c2oc1=O,21,-14
CCN(CC)S(=O)(=O)c1ccc(C(=O)NCc2nnc(SCC(=O)OC)n2C)cc1,33,4
COc1ccc(OC)c(S(=O)(=O)N2CCN(c3ccccn3)CC2)c1,49,-31
CCn1c(C(O)c2ccc3c(c2)OCO3)nc2ccccc21 (stereo not given),17,14
CCOc1ccccc1OCc1nn2c(-c3ccc(C)cc3)nnc2s1,40,-2
CCN1CCN(Cc2c(OC)ccc3ccccc23)CC1,27,-38
Cc1ccc(N/C=C(/C#N)c2ccsc2)cc1,31,-31
COC(=O)c1c(C(=O)NCc2ccccc2)ncn1CC(O)COc1ccccc1 (stereo not given),22,-4
CN1CCN(Cc2c(O)ccc3c(-c4ccccc4)cc(=O)oc23)CC1,31,8
CC(=O)c1ccc(Nc2ncnc3c2oc2ccccc23)cc1,25,-27
CC(=O)Nc1cc(S(=O)(=O)C(F)(F)F)ccc1Cl,25,-40
OCCN1CCOCCN(CCO)CCN(CCO)CC1,34,20
COc1ccccc1C(=O)NC(=Nc1nc2ccccc2o1)NC(=O)c1ccccc1OC,21,-10
O=[n+]1c2c(n([O-])c3cc(F)c(N4CCCC4)cc31)CCCC2,29,34
COc1cccc(-n2nnnc2SCC(=O)Nc2ccc(C(C)=O)cc2)c1,15,23
O=C(Nc1ccc(OC(F)(F)C(F)F)c(NC(=O)c2ccc(F)cc2)c1)c1ccc(F)cc1,51,-33
CCCOc1ccccc1-n1sc2c(c1=S)-c1cc(OC)cc3c1N(C(=O)C3=O)C2(C)C,47,-24
O=C(CC1COc2ccccc2O1)NCc1ccccc1 (stereo not given),15,21
COC(=O)c1cc(Br)c(=O)n(-c2cc(C)on2)c1,47,-40
COC(=O)c1c(NC(=O)c2c(C)noc2C)sc2c1CCCCCC2,14,25
CCOc1ccccc1N=C1NC(=O)CS1,30,-51
Cn1ncc(Cl)c1C(=O)Nc1sc2c(c1C(N)=O)CCC2,27,-47
Cc1cc2ccccc2n1CCNC(=O)C(C)Oc1ccccc1 (stereo not given),60,-24
COc1ccc(C(N)CCc2ccc(C)o2)cc1 (stereo not given),50,-46
COc1cc(NC(=S)Nc2cccc(Cl)c2Cl)c(OC)cc1Cl,39,-28
O=c1[nH]c(SCc2n[nH]c(=S)n2-c2ccccc2)nc2ccccc12,16,8

Some values from above.
CCC(=O)N1CCc2cc(Br)cc(S(=O)(=O)CC(=O)OC)c21 – mHtt clearance = -33
Nc1nc(-c2cccs2)cs1 – mHtt clearance grain fraction = 70

(more compounds)
smiles,mHtt clearance grain fraction,mHtt clearance
CC1CCC(NC(=O)CN2C(=O)C3CCCN3c3ncc(Cl)cc32)CC1 (stereo not given),44,-107
Cc1ccc(S(=O)(=O)NC(=NCC(=O)O)c2ccccc2)cc1,15,13
COC(=O)c1ccc(CSc2nnc3ccccn23)o1,32,-53
COc1ccc(C2OC(=O)CC2C(=O)NC2CCCC(C)C2C)cc1OC (stereo not given),27,-29
CN1CCN(CC(C)(C)NS(=O)(=O)c2ccc(Cl)cc2)CC1,39,-16
Cc1ncc(C23CC4CC(CC(C4)C2)C3)[nH]1,35,18
Cc1ccc(C)n1-c1ccccc1N,16,13
O=C(COC(=O)c1cccc(S(=O)(=O)N2CCOCC2)c1)Nc1nc(-c2ccccc2Cl)cs1,37,7
CSc1nc(N2CCCC2)c2c(c1C#N)CC(C)(C)OC2,34,-60
CCN1CCN(Cc2c(O)ccc3c(=O)c(-c4ccccc4OC)coc23)CC1,26,35
CCOCCCNc1nc(=S)[nH]c2cc(OC)c(OC)cc12,14,24
Cc1nn(-c2ccccc2)c2c1C(c1ccco1)C(C#N)=C(N)O2 (stereo not given),26,21
COc1ccccc1OCC(=O)Nc1ccc(S(=O)(=O)N2CCCCCC2)cc1,15,16
O=C(COc1ccccc1)n1nc(-c2ccc(Cl)cc2)nc1NCc1ccco1,17,17
CCOc1ccc(OCC)c(-c2c(=O)n(OCc3ccc(Cl)cc3)c3ccccc3[n+]2[O-])c1,31,-2
CCOC(=O)c1ccc(NC2c3ccccc3C(=O)N2c2ccc(C)cn2)cc1 (stereo not given),.,?
Cc1[nH]nc(N=CC2=C(O)CC(C)(C)CC2=O)c1-c1ccc(Cl)cc1,13,32
COc1ccc(S(=O)(=O)NCCC(=O)NCc2ccccc2)cc1,38,-19
Cn1c(=O)oc2cc(S(=O)(=O)NCC3CCCO3)ccc21 (stereo not given),29,-65
CCOc1ccccc1C1C(C(=O)OC)=CN(C)C=C1C(=O)OC,34,-1
O=C(Nc1ccc(Cl)cn1)c1cc2ccccc2o1,19,-5
CCOC(=O)c1cnc(-n2nc(C)cc2C)nc1NCc1ccccc1,37,2
CC(C)OC(=O)/C(=C\C=C\c1ccccc1)NC(=O)c1ccccc1,19,39
Cc1ccnc(N2CCC(C(=O)Nc3ccc(Oc4ccccc4)cc3)CC2)n1,18,0
Cc1cccc(OCC(=O)OCC(=O)c2c(N)n(C)c(=O)n(C)c2=O)c1,13,35
COc1cccc(N2CC(C(=O)OC(C)C(=O)c3ccccc3)CC2=O)c1 (stereo not given),50,-37
Cc1ccc(CNC(=O)C2CC(=O)OC23CCCC3)c(C)c1 (stereo not given),35,-100

Among those listed so far, these contain a tert-butyl group:
smiles,mHtt clearance grain fraction,mHtt clearance
Cc1ccc(C)c(NC(=O)CSc2nnc(CCCCCNC(=O)OC(C)(C)C)o2)c1,35,0
CC(C)(C)n1nnnc1C(c1cccnc1)N1CCN(C(=O)c2ccco2)CC1 (stereo not given),23,-24

Whole records, looked up by structure. Screens in order: mHtt clearance grain fraction, mHtt clearance
CC(C)OC(=O)/C(=C\C=C\c1ccccc1)NC(=O)c1ccccc1 across the screens: 19, 39
CCOc1ccccc1C1C(C(=O)OC)=CN(C)C=C1C(=O)OC across the screens: 34, -1
COc1cccc(N2CC(C(=O)OC(C)C(=O)c3ccccc3)CC2=O)c1 (stereo not given) across the screens: 50, -37

An excerpt; rates above refer to the full screens.
